# Bioassay records as filed in PubChem BioAssay.
# NPC1 prom act: activators of NPC1 promoter; Huh7 NPC1 promoter luciferase reporter, 24 h; Potency, µM (highest dose often 9.22 µM), for the others: at the top dose activation, usual class: activators; 2.4% of 320,000 active;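 note: potency is the fitted concentration of half-maximal effect; % of control where 0% means no effect; nearly all actives have a fitted effect of over 60% in size; reporter is driven by a mutant NPC1 promoter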
#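 Huh7 reporter cells (NPC1 promoter driving luciferase) are dosed with compound for 24 h at 37 °C, 5% CO2; luciferase detection reagent is then added and luminescence measured after 10 min at ambient temperature.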
# BRCA1 expr act: activators of BRCA1 expression; MCF7-BRCA1-FFLuc reporter, luminescence, 48 h; response scale: scaled: vehicle 0%, 10 µM genistein 100%; Potency, µM (titrated, usually from 46.1 µM), for the others: at the top dose activation, most hits filed as activators; 1.1% of 380,000 active; AID 624202; note: potency is the fitted concentration of half-maximal effect; nearly all actives have a fitted effect of over 80% in size; some results filed as inactive show a strong effect at the top dose
#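 Quantitative HTS in MCF7 cells stably reporting BRCA1 expression via firefly luciferase. Compound treatment lasts 48 h at 37 °C in phenol-red free MEM. Activation is expressed relative to genistein at 10 microM and DMSO.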
# Gal4-VP16 FLuc: inhibits Gal4-VP16 luciferase reporter, ROR gamma counter-screen. Potency, µM (doses to about 53.6 µM), for inactives: at the highest dose activity, negative = inhibition, usual class: inhibitors. AID 2546. 3.5% of 310,000 active. Drosophila S2 Gal4-VP16 UAS-luciferase, luminescence, 20 h;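 note: Gal4-VP16 expression switched on by copper sulfate through the metallothionein promoter; potency is the fitted concentration of half-maximal effect; % is set by controls: 0 for no effect and ±100 for the full control effect; nearly all actives have a fitted effect of over 50% in size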
# ELG1 repair inh: inhibitors of ELG1-dependent DNA repair in HEK293T cells | Potency, µM (doses to about 46.1 µM), without a hit: top-dose activity change, negative = inhibition, actives largely listed as inhibitors | 2.3% of 330,000 active | HEK293T ELG1-luciferase reporter, luminescence, 16 h; DNA damage induced by 5-fluorouridine; note: potency is the fitted concentration of half-maximal effect; % is set by controls: 0 for no effect and ±100 for the full control effect; nearly all actives have a fitted effect of over 55% in size
#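 HEK293T cells expressing luciferase-tagged ELG1 (2,000/well) received 5-Fluorouridine plus compound or DMSO for 16 hr at 37 °C. Luciferase was read by ONE-Glo luminescence after 30 min at room temperature.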
# Rab9 prom act: activators of Rab9 promoter; Huh7 Rab9 promoter-luciferase reporter, luminescence, 24 h; Potency, µM (titrated, usually from 9.22 µM), inactives show at the top dose activation, negative = inhibition, usual class: activators; 2.8% of 320,000 active; AID 485297; note: potency is the fitted concentration of half-maximal effect; % of control where 0% means no effect; nearly all actives have a fitted effect of over 60% in size
#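 Using Huh7 cells stably transfected with Rab9 promoter–luciferase, compounds were incubated 24 h at 37 °C, 5% CO2; luciferase luminescence was read 10 min after reagent addition.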
# TRPV1 agonist: activates the human vanilloid receptor TRPV1; AID 540275; TRPV1-expressing cells, Fluo-8 calcium influx, agonist mode; 0.19% of 320,000 active; Q8NER1; activation, % at 8.33 µM; in the data active = activation above about 80%; inconclusive = between about 30% and that limit; note: 0% is about no effect
#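 Fluo-8 calcium influx in TRPV1-expressing cells, kinetic read (ex 480/em 520 nm). Compound added and read 3 min for agonist activity, followed by capsaicin at EC20 final and 2 min further read for enhancement.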
# Tb PFK block: inhibitors of T. brucei phosphofructokinase. O15648. Potency, µM (doses to about 57.5 µM), without a hit: at the highest dose activity, negative = inhibition, actives largely listed as inhibitors. T. brucei PFK, ADP-Glo luminescence. 0.17% of 330,000 active;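 note: potency is the fitted concentration of half-maximal effect; 0% = uninhibited 1x PFK enzyme wells and -100% = no-enzyme wells; nearly all actives have a fitted effect of over 60% in size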
#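 ADP-Glo luminescence quantified ADP after 45 min at room temperature, with 1.25 nM T. brucei PFK, 0.1 mM ATP and 0.5 mM fructose-6-phosphate in pH 8.0 TEA buffer. qHTS titrations up to 57 µM; curves classified by quality.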
# FLuc counter: counter-screen for miR-21 project: firefly luciferase inhibitors or activators | 6.9% of 360,000 active | purified FLuc, Km substrates, luminescence inhibition | Potency, µM (doses to about 57.5 µM), inactives show at the highest dose activity change, negative = inhibition, usual class: inhibitors | AID 588342 | P08659;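 note: potency is the fitted concentration of half-maximal effect; plate controls were vehicle for no effect and reference inhibitor for full effect; nearly all actives have a fitted effect of over 55% in size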
# Target sequence (P08659 whole entry, looked up): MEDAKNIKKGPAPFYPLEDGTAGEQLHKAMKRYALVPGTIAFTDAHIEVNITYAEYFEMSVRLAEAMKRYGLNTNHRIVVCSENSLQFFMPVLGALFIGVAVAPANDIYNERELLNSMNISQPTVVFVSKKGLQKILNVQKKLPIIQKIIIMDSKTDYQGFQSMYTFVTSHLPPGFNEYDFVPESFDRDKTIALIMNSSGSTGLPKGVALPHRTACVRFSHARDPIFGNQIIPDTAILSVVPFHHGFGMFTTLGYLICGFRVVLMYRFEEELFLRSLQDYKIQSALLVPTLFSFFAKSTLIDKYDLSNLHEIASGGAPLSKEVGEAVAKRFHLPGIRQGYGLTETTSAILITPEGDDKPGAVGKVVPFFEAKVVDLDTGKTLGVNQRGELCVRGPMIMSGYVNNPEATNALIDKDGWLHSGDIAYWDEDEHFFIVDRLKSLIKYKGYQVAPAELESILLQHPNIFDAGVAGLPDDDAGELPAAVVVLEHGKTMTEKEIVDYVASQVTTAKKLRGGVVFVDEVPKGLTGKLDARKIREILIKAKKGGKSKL
#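 Biochemical qHTS of compounds, final roughly 60 µM downward over six points, against 10 nM purified firefly luciferase using Km concentrations of substrates (10 uM D-luciferin, 10 uM ATP) in Tris acetate pH 7.5 buffer; luminescence output.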
# p53 reactivator: mutant p53 re-activation in reporter cells | H1299 p53-A138V BP100-luciferase reporter, luminescence, 24 h | Potency, µM (highest dose often 92.2 µM), without a hit: top-dose activity change, positive = activation, usual class: activators | 0.063% of 320,000 active | AID 504706; note: potency is the fitted concentration of half-maximal effect; % of control where 0% means no effect; nearly all actives have a fitted effect of over 45% in size
#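 p53-null H1299 cells stably carrying temperature-sensitive p53-A138V and a BP100-luciferase reporter were pinned with compounds (4-point, 1:5 series) and held 24 hrs at 37 deg C. Luminescence was read 10 min after detection reagent.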
# RORgamma inh: inhibitors of mouse ROR gamma transcriptional activity | P51450 | Drosophila S2 Gal4-RORgamma UAS-luciferase reporter, 20 h | 5.4% of 310,000 active | Potency, µM (doses to about 53.6 µM), for the others: at the highest dose activity change, negative = inhibition, usual class: inhibitors; note: potency is the fitted concentration of half-maximal effect; % is set by controls: 0 for no effect and ±100 for the full control effect; nearly all actives have a fitted effect of over 60% in size
# Target sequence (P51450 whole entry, looked up, the tested form may be a part): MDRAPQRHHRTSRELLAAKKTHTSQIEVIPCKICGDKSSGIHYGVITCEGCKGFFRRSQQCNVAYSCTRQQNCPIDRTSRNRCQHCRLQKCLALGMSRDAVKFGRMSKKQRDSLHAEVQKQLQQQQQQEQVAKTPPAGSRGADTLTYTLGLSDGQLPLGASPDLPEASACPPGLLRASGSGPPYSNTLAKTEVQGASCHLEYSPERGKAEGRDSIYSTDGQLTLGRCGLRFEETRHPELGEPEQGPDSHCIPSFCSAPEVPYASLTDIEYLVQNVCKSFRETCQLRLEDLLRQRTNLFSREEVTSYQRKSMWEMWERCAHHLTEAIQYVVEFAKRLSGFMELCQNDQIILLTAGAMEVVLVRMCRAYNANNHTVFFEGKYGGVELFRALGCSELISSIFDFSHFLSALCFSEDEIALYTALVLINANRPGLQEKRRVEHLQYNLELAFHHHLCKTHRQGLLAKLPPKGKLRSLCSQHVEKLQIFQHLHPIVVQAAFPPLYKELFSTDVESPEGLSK
#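 Using a luciferase readout, inhibitors were identified by reduced reporter activity in Drosophila cells coexpressing a copper-inducible Gal4–ROR gamma fusion and UAS-driven Photinus luciferase, incubated 20 hr after 700 uM copper sulfate.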
# ELG1 genotox: genotoxicity induction in ELG1-luciferase HEK293T cells; HEK293T ELG1-luciferase reporter, luminescence, 16 h; Potency, µM (titrated, usually from 46 µM), for the others: at the top dose activity change, positive = activation, hits mostly activators; 1.3% of 330,000 active; AID 504466; note: potency is the fitted concentration of half-maximal effect; % of control where 0% means no effect; nearly all actives have a fitted effect of over 60% in size
#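 Step 1: seed 2,000 HEK293T ELG1-luciferase cells per well. Step 2: add compound or DMSO, incubate 16 hr at 37 °C. Step 3: ONE-Glo, 30 min at room temperature, read luminescence.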
# An asterisk follows results filed as active; ? = inconclusive; . = no result given; [ ] = dose if it differs, or a comment. Unless noted, calls come from the whole dose curve; as a rule, active = well fitted curve in the direction sought with a large enough effect; inconclusive = small, poorly fitted or top-dose-only effect, or another doubt; inactive = no such curve, though single readings can be large; an effect the other way counts as inactive or inconclusive.
SMILES,NPC1 prom act,BRCA1 expr act,Gal4-VP16 FLuc,ELG1 repair inh,Rab9 prom act,TRPV1 agonist,Tb PFK block,FLuc counter,p53 reactivator,RORgamma inh,ELG1 genotox
Cc1ccc(S(=O)(=O)N2CCC(C(=O)NCc3ccccc3CN3CCCC3)CC2)cc1C,-1%,-14%,.,-2%,-2%,7,-2%,1%,-5%,.,-1%
C=CCn1cnc2c(c1=O)c1nc3ccccc3nc1n2/N=C/c1ccccn1,0%,-8%,-25%,12µM*,-5%,-2,2%,-8%,0%,1%[10 µM],-10%
Cc1cc(N2CCOCC2)nc(SCC(=O)c2ccc(Cl)cc2)n1,4%,-34%,5%,?,7%,19,-5%,2%,-3%,-11%,-2%
Cc1cc(C)cc(N(CCC#N)C(=O)COC(=O)C2=COCCO2)c1,-1%,4%,.,7%,3%,-2,6%,0%,9%,.,0%
CSc1nc(N)nc2c1ncn2CC(=O)N[C@H](CO)Cc1c[nH]c2ccccc12,.,-10%,.,-4%,.,.,2%,.,6%,.,3%
O=C(c1ccco1)N1CCN(c2nc3ccccc3n3nnnc23)CC1,10%,59%,-8%[0.365 µM],15%,17%,7,-1%,?,?,-42%,2%
CC(NS(=O)(=O)c1ccccc1)C1COc2ccccc2O1 (configuration not stated),0%,-27%,11%,0%,-4%,0,-1%,8%,2%,-2%,0%
Cc1cc(C)n2c(nc3ccccc32)c1C(=O)NCc1ccccc1,1%,-13%,-1%,24%,7%,20,-3%,-9%,-2%,0%,-1%
CCOc1ccc(NC(=O)C2CCCCN2S(=O)(=O)c2ccccc2)cc1 (configuration not stated),-1%,-3%,0%,-11%,2%,24,2%,-19%,0%,26%,1%
Cc1ccc(SCCC(=O)OC(C)C(=O)Nc2ccccc2)cc1 (configuration not stated),-2%,11%,.,0%,-4%,?,-11%,-7%,18%,.,-12%
CCOc1ccc(-n2ccnc(SCC(=O)Nc3cccc(OC)c3)c2=O)cc1,4%,9%,.,?,0%,1,0%,?,-5%,.,.
O=C(N1CCCCC1)N1CCN(S(=O)(=O)c2ccccc2)CC1,0%,13%,3%,9%,3%,2,1%,3%,7%,-20%,0%
N#CCCN1CCN(S(=O)(=O)c2ccc3c(c2)OCCCO3)CC1,0%,-2%,0%,-5%,-1%,-2,0%,14%,-6%,34%,1%
CC(=O)Nc1ccc(S(=O)(=O)Nc2cccc(-c3cn4cccnc4n3)c2)cc1,0%,17%,-8%,9%,-7%,-6,2%,0%,-3%,36%,0%
COc1cc(S(=O)(=O)Nc2ncccc2C)c(OC)cc1Cl,0%,12%,1%,10%,-5%,-2,-4%,-1%,1%,4%,-1%
Cc1ccc(S(=O)(=O)Oc2cccc(/C=N/Nc3ccc(C(=O)O)cc3)c2)cc1,21%,63%,-19%,?,23%,2,0%,?,-3%,-7%,9%
COc1cc(/C=C(\C#N)C(=O)NCc2ccccc2)ccc1OCc1ccc(C(=O)O)cc1,-2%,28%,1%,?,0%,1,4%,-14%,-2%,33%,4%
Cc1cc2ccccc2n1CCNC(=O)c1ccc(S(=O)(=O)N2CCOCC2)cc1,-2%,-28%,7%,-5%,-1%,-2,1%,1%,-1%,4%,-1%
CCCc1cc(=O)oc2cc(C)c3c(C)coc3c12,-1%,4%,-4%,10%,-1%,20,-2%,1%,-3%,-10%,-2%
CCCNS(=O)(=O)c1ccc(CCC(=O)N2CCN(c3ccc(F)cc3)CC2)cc1,-2%,-33%,0%,?,-7%,0,1%,1%,-2%,?,-8%
COc1ccccc1C(=O)Nc1nc(-c2ccc(S(=O)(=O)N3CCOCC3)cc2)cs1,-21%,-97%,3.2µM*,5.2µM*,-29%,?,-13%,0%,-9%,-22%,-29%
Cc1cc(OCC(=O)NCc2cccnc2)ccc1[N+](=O)[O-],5%,-14%,-6%,-10%,2%,-2,-1%,0%,10%,-20%,0%
C[C@H](NC(=O)c1ncn(C)c1C(=O)N[C@@H](C)c1ccccc1)c1ccccc1,.,0%,.,7%,.,.,8%,.,-4%,.,1%
O=C(COC(=O)/C=C/c1cccc([N+](=O)[O-])c1)Nc1ccc(Cl)cn1,-2%,-6%,.,5%,-1%,-1,-3%,.,6%,.,-1%
COCCN(Cc1cc2ccccc2[nH]c1=O)C(=O)c1ccccc1OC,0%,22%,-1%,11%,-4%,-2,25%,3%,28%,8%,0%

# Next part
SMILES,NPC1 prom act,BRCA1 expr act,Gal4-VP16 FLuc,ELG1 repair inh,Rab9 prom act,TRPV1 agonist,Tb PFK block,FLuc counter,p53 reactivator,RORgamma inh,ELG1 genotox
COc1cccc(/C=N/n2c(-c3n[nH]c4c3CCC4)n[nH]c2=S)c1OC,1%,-28%,5%,20%,-2%,.,-11%,-3%,0%,-18%,1%
CCCn1cc(SCC(=O)Nc2nnc(C)s2)c2ccccc21,-6%,8%,-2%,-13%,-6%,-3,0%,4%,?,?,8%
CCSc1nnc(NC(=O)C2Cc3ccccc3CN2C(=O)c2ccco2)s1 (configuration not stated),-5%,16%,?,14%,5%,3,-3%,-14%,18%,10µM*,2%
Cc1ccc([N+](=O)[O-])c(OCCCN2C(=O)NC(C)(C)C2=O)c1,-1%,9%,-15%,5%,1%,3,8%,-3%,6%,19%,2%
COc1ccc(C(O)C(CC(=O)NCCCOC(C)C)C(=O)NCCCOC(C)C)cc1OC (configuration not stated),0%,-20%,1%,19%,22%,0,-1%,-2%,10%,-9%,1%
O=C(O)c1ccc(NC(=S)N2CCCCC2)cc1,3%,100%,4%,16%,23%,-1,3%,-2%,6%,-3%,12%
Cc1ccc2nc(-c3ccc(F)cc3)nc(SCC(=O)NCC3CCCO3)c2c1 (configuration not stated),-4%,11%,-2%,2%,0%,1,2%,1%,2%,-9%,13%
O=c1[nH]c(Cn2nnc(-c3ccccc3)n2)nc2scc(-c3ccccc3)c12,3%,-10%,-9%,?,-2%,-2,0%,5%,-1%,?,-1%
N#CCCn1c(O)c(N=NC(=O)CNC(=O)c2cccs2)c2ccccc21,-4%,-1%,-9%,-23%,-1%,.,0%,4%,-3%,-2%,0%
Cc1nc2ncnn2c(C)c1Cc1ccc(Cl)cc1,1%,-19%,1%,15%,-1%,5,-4%,3%,-12%,-13%,2%
O=[N+]([O-])c1ccccc1/C=C/C=N/n1c(-c2ccco2)n[nH]c1=S,2%,-38%,6%,13%,9%,-1,13%,?,7%,8.9µM*,-3%
Cc1ccc2c(c1)C1CC(C)(O2)N(c2cccc(C(=O)N3CCN(c4ccccn4)CC3)c2)C(=O)N1 (configuration not stated),1%,-1%,0%,-9%,-3%,0,0%,0%,-3%,34%,-18%
COc1ccc(Cc2ccc(OC)c(N)c2)cc1N,4%,1%,10%,13%,1%,4,-2%,-6%,3%,0%,6%
CN(C)c1ccc(CNc2ncn[nH]2)cc1,2%,17%,-14%,-7%,-4%,-1,-1%,-4%,0%,1%,-3%
Cc1ccccc1Nc1ncc(C#N)c(N)n1,3%,16%,3%,?,11%,-1,-16%,-14%,8%,1%,8%
CC(=O)c1cccc(Nc2ncnc3ccc(Br)cc23)c1,16%,-49%,7%,18µM*,-1%,26,-2%,-2%,-5%,3%,0%
CCCCN(C(=O)CSc1nnc(-c2ccc(OC)cc2)n1CC)c1c(N)n(Cc2ccccc2)c(=O)[nH]c1=O,-3%,-17%,-10%,?,0%,0,0%,-1%,3%,17%,1%
O=C(/C=C/c1cccc(Cl)c1)N1CCC(Cc2ccccc2)CC1,-2%,?,-4%,?,-3%,24,5%,?,?,35%,16%
CCOc1ccc(-c2nc(C#N)c(NCC3CCCO3)o2)cc1 (configuration not stated),-2%,-5%[1.84 µM],1%,-20%,0%,9,-2%,?,-3%,25%,3%
Cn1c(C(=O)OC(C(=O)NC2CCCC2)c2cccnc2)cc2sccc21 (configuration not stated),1%,-1%,28%,-2%,3%,4,6%,4%,-10%,21%,2%
S=c1[nH]nc(-c2cccc(Br)c2)o1,-1%,3%,.,2%,-5%,1,0%,?,4%,6%[0.365 µM],0%
O=C(/C=C/c1ccco1)N(Cc1ccc(Cl)cc1)C1CCS(=O)(=O)C1 (configuration not stated),1%,-3%,-8%,2%,-6%,0,1%,6%,-1%,32%,5%
Cc1ccc(C)c(CNS(=O)(=O)c2c(C)[nH]c(C)c2C(=O)N2CCCCC2)c1,0%,5%,-3%,6%,14%,1,1%,2%,1%,1%,-1%
